Compound activity (PubChem BioAssay)
TTR transcr act – increases transthyretin transcription; SH-SY5Y TTR promoter Gaussia luciferase, luminescence; 100% = recombinant luciferase protein wells; activation, % at 16.7 µM; hit rate 1.3% among 92,000;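 active = activation above the mean of all tested compounds plus 3 SD, cut at about 9.5% in these data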;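 also: cells exposed to compounds for one day before reading; 0% = median of all test compound wells on the plate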
Starred values were filed as active, the others as inactive.

canonical_smiles | TTR transcr act
CC(C)(C)c1cc(C(=O)N/N=C/c2ccc([N+](=O)[O-])s2)n[nH]1 | 0.1
O=C(CNC(=O)c1ccccc1Br)N/N=C/c1ccccc1O | 3.6
O=C(CSc1ccccc1)Nc1nnc(/C=C/c2ccccc2)s1 | 2.5
O=C(CS(=O)(=O)c1ccccc1)NC1CCCCC1 | 3.8
Cc1ccc2nc(SC(C)C(=O)Nc3cccc([N+](=O)[O-])c3)[nH]c2c1 (configuration not stated) | -1.6
CCCCc1ccc(S(=O)(=O)Nc2ccc(C)c(NS(C)(=O)=O)c2)cc1 | 0.6
O=C(CCc1ccccc1)Nc1ccccc1OC(=O)c1ccccc1 | -4.3
COC(=O)c1ccc(NC(=O)CSc2nccn2CCc2ccccc2)cc1 | -2.0
Cc1ccc(S(=O)(=O)C2(C(=O)Nc3ccc(Br)cc3)CC2)cc1 | -1.6
CCOc1ccc(NC(=O)COC(=O)CCCc2c[nH]c3ccccc23)cc1 | -1.7
CN(C(=O)c1cccc(NC(=O)Cc2cccc(NC(=O)C3CCN(C(=O)CCc4ccccc4)CC3)c2)c1)C1CC1 | -0.7
COc1cc(Cl)cc(C2NC(=O)NC(C)=C2C(C)=O)c1OCC(=O)O (configuration not stated) | 0.7
CCCc1cc(=O)c2c(O)cccc2o1 | -1.3
NS(=O)(=O)c1ccc(NC(=O)CSc2ccccc2)cc1 | -0.1
O=C(/C=C/c1ccccc1[N+](=O)[O-])N1CCN(c2ccc(F)cc2)CC1 | 2.2
COCCNC(=O)C1(C)CCCN(Cc2ccc(-c3ccccc3)o2)C1 (configuration not stated) | -0.8
Cc1ccccc1S(=O)(=O)N1C[C@H]2CON(C)[C@H]2C[C@H]1c1cccc(Br)c1 | 3.0
Cc1ccc(C(=O)N/C(=C\c2cccc([N+](=O)[O-])c2)C(=O)Nc2cccc(C(=O)O)c2)cc1 | -0.4
COc1ccc(C(C)=O)cc1CN(c1ccccc1OC)S(=O)(=O)c1cccs1 | -1.6
O=C(Nc1ccn(CCCNCCc2ccccn2)c(=O)n1)OCc1ccccc1 | -1.4

An excerpt from above in order of their number in TTR transcr act, falling.
canonical_smiles | TTR transcr act
O=C(CNC(=O)c1ccccc1Br)N/N=C/c1ccccc1O | 3.6
COCCNC(=O)C1(C)CCCN(Cc2ccc(-c3ccccc3)o2)C1 (configuration not stated) | -0.8
Cc1ccc(S(=O)(=O)C2(C(=O)Nc3ccc(Br)cc3)CC2)cc1 | -1.6
O=C(CCc1ccccc1)Nc1ccccc1OC(=O)c1ccccc1 | -4.3

More structures follow:
canonical_smiles | TTR transcr act
COc1cccc(C(=O)/C(C#N)=N/Nc2cccc(-c3ccnc(C)n3)c2)c1 | 0.9
COC(=O)CNc1ccc2c(c1)OCO2 | 0.9
Cc1ccc(S(C)(=O)=O)cc1C(=O)N1CC(C(N)=O)Oc2ccccc21 (configuration not stated) | 0.0
CCC(=O)NC(c1ccc([N+](=O)[O-])cc1)c1c(O)ccc2ccccc12 (configuration not stated) | -2.9
C[n+]1c2n(c3ccccc31)N=C(c1ccccc1)CS2 | 0.1
CCC[C@H]1[C@@H](OC(=O)NC(CC)CC)CC[C@@]23CCCN2C(=O)CCC[C@@H]13 | 0.6
CCOC(=O)[C@@H]1[C@H]2COc3ccccc3[C@@H]2N2C(=O)N(c3cccc(Cl)c3)C(=O)[C@]12C | -0.9
CC(C)OC(=O)c1cc2c(=O)[nH]c(C(Cl)(Cl)Cl)nc2o1 | -0.3
COc1ccc(N2CCN(C(=S)NC(=O)c3cccs3)CC2)c([N+](=O)[O-])c1 | 1.6
Cc1cccc(C)c1C(O)c1ncc(-c2cccc(C(F)(F)F)c2)[nH]1 (configuration not stated) | 1.0
O=S(=O)(NCc1ccccc1Cl)c1ccc(-n2cccn2)cc1 | -1.9
CCOC(=O)c1ccc(NC(=O)c2cc(F)c(F)cc2Cl)cc1 | -3.1
CCc1noc(C)c1C(=O)N1CCN(S(=O)(=O)c2cccc(C(F)(F)F)c2)CC1 | 1.5
COc1ccccc1C(=O)NC(=O)COC(=O)CNC(=O)c1ccc(Cl)cc1Cl | 2.2
CC1=CC2=NC(=O)/C(=C\c3ccc(-c4cccc(Cl)c4)o3)C(=N)N2O1 | -0.6
CCn1c(CNC(=O)c2ccccc2Br)nnc1SCC(=O)NC1=NCCS1 | -1.3
COC(=O)CSc1nsc(SCC(=O)OC)n1 | -1.1
CCOc1ccc(C=NC23CN4CN(CN(C4)C2)C3)cc1 | -1.0
CC(=O)Nc1ccc(C(=O)OCC(=O)Nc2c(F)cccc2F)cc1 | 0.5
Cc1cccc(C)c1NC(=O)CN(C)C(=O)c1ccc(NS(=O)(=O)c2ccc3[nH]c(=O)[nH]c3c2)cc1 | 0.1
O=C(c1ccccc1)N(Cc1ccccc1)c1ccccn1 | -2.6
CS(=O)(=O)Nc1ccc(C2=NN(C(=O)c3ccco3)C(c3ccc(F)cc3)C2)cc1 (configuration not stated) | -1.7
CCOc1cccc(NC(=O)C2CC(=O)N(C)C(=Nc3cccc(F)c3)S2)c1 (configuration not stated) | -0.9
O=C(CN1CCN(S(=O)(=O)c2ccccc2F)CC1)Nc1ccccc1C(=O)c1ccccc1 | -3.0
Cn1c(=O)cc(SCC(=O)NCCCN2CCOCC2)c2ccc(Cl)cc21 | 2.2
COc1ccc(N(CC(=O)N2CCN(Cc3ccccc3)CC2)S(C)(=O)=O)cc1OC | 0.4
O=c1/c(=C/c2ccccn2)sc2nc3ccccc3n12 | 1.9
FC(F)(F)c1cc(Cl)c2nc(-c3ccco3)c(Cc3ccccc3C(F)(F)F)n2c1 | 1.1
O=S(=O)(c1cc(Cl)cc(Cl)c1)N1CCC2CC1c1cc(Cl)ccc12 (configuration not stated) | 5.7
CN1CCc2c(sc(NC(=O)c3ccc(C(=O)c4ccccc4)cc3)c2C(N)=O)C1 | 2.0
CC(=O)Nc1nc(Cn2nnc(-c3ccc4c(c3)OCO4)n2)nc(N(C)C)n1 | -2.2
O=c1cc(N2CCN(c3ccnc4cc(Cl)ccc34)CC2)[nH]c(=O)n1C1CCCCC1 | 2.5
c1ccc2[nH]c(-c3ccnc4ccccc34)nc2c1 | 0.0
Cc1ccc(C(=O)/C=C\NCc2ccccc2)cc1 | -2.1
O=C1N(c2ccccc2)CC2C(c3ccccc3)C(c3ccccc3)N3CCCC123 (configuration not stated) | 0.9
CCc1nc(C)c(C(=O)N2CCCC(C(=O)Nc3cccc(-c4cccc(C)c4)c3)C2)o1 (configuration not stated) | -2.3
Cn1c(SCC(=O)NNC(=O)c2ccccc2)nnc1C1CC1 | -1.3
CN(C)c1nc(-c2cccnc2)nc(-c2ccccc2)c1C#N | -1.5
CCOC(=O)c1c(C)[nH]c(C(=O)COC(=O)/C=C/c2ccc3c(c2)OCO3)c1C | -1.0
CC(OC(=O)CCc1nc2ccccc2c(=O)[nH]1)C(=O)Nc1cccc(C(F)(F)F)c1 (configuration not stated) | 0.6

Going on with the list:
compound	TTR transcr act
CC1CCc2nc(NC(=O)Cc3cccs3)sc2C1 (configuration not stated)	-2.4
CC1=C(C(=O)N(C(C)C)C(C)C)CC(CC(=O)NC2CCCCC2)C(=O)N1Cc1ccc(F)cc1 (configuration not stated)	0.9
COc1ccc(N(C(=O)Cc2cccs2)C(C(=O)NC2CCCCC2)c2cccn2C)cc1OC (configuration not stated)	-1.1
CCOC(=O)[C@@H]1[C@H]2COc3ccc(Br)cc3[C@@H]2N2C(=O)N(c3ccc(OC)cc3)C(=O)[C@@]12C	2.3
Cc1ccc(S(=O)(=O)NCCC(=O)NCC(c2cccs2)N(C)C)cc1 (configuration not stated)	-1.0
O=C1NC(=O)C(=Cc2ccco2)S1	0.1
COc1ccccc1-c1nn(Cc2ccccc2)cc1C(=O)NCC(c1ccco1)N1CCCC1 (configuration not stated)	-0.2
CC(C)NC(=O)Nc1ccc2c(c1)C(=O)N([C@H](C)CO)C[C@H](C)[C@@H](CN(C)C(=O)Nc1ccc(C(F)(F)F)cc1)O2	-0.5
CSCCC(NC(=O)c1ccc([N+](=O)[O-])cc1Cl)C(=O)OCC(=O)N1CCN(C(C)=O)CC1 (configuration not stated)	0.1
Cc1ccc(C(=O)Nc2ccc(Cl)cn2)cc1	2.1
Cc1n[nH]c(C)c1CCC(=O)N/N=C/c1c[nH]c2ccccc12	-0.2
CCN(CC)CCNS(=O)(=O)c1ccc2[nH]cc(C(=O)O)c(=O)c2c1	0.3
Cc1ccnc(SCC(=O)O)n1	3.4
Cc1ccn(CC(=O)N2N=C(C(F)F)CC2(O)C(F)F)n1 (configuration not stated)	-1.1
Cc1ccc(S(=O)(=O)N(CC(=O)N2CCCCCC2)c2ccccc2F)cc1	3.5
CC(C)CCn1nnnc1C(c1ccccc1)N1CCN(C)CC1 (configuration not stated)	0.7
CCOC(=O)c1c(-c2ccc(OC)cc2)cn2ccccc12	1.5
N#CC(C#N)=C1C=CC=CN1/C(=C\c1ccco1)C(=O)c1ccc(Cl)cc1	-6.8
CC1CCN(CCCNC(=O)c2ccc3c(=O)n(CCc4ccccc4)c(=O)[nH]c3c2)CC1	-0.5
Cc1cc(C)n2nc(C)c(-c3ccccc3)c2n1	1.1
O=c1c2ccccc2nnn1CSc1nnc(-c2cccs2)n1Cc1ccccc1	-0.8
CCCC1COC(Cn2cncn2)(c2ccc(C)cc2)O1 (configuration not stated)	1.8
CC1=Nc2cc([N+](=O)[O-])ccc2NC(C)(C)C1	-1.0
COc1cc2c(cc1OC)CN(C(=O)CN1CCN(S(=O)(=O)c3ccccc3)CC1)CC2	2.2
O=C(NNS(=O)(=O)c1ccc(F)cc1)c1cc(Cl)ccc1O	0.2
Cc1ccc(S(=O)(=O)NC(=O)c2cc(C)n(-c3ccc(N(C)C)cc3)c2C)cc1	-1.8
CCCS(=O)(=O)c1csc(C(=O)OC)c1N	3.1
COC(=O)c1ccc(CSc2nc3sc(C)c(C)c3c(=O)[nH]2)cc1	0.6
CC(C)CC[n+]1ccn(-c2nc3ccccc3nc2[N-]S(=O)(=O)c2ccc(Cl)cc2)c1	-1.4
CC(CCn1cccn1)NC(=O)CCc1nnc(C2CCCCC2)o1 (configuration not stated)	0.3
C=CCNC(=O)c1onc(CSc2ccc(F)c(F)c2)c1C(=O)O	0.1
COC(=O)Cc1c(-c2[nH]c3ccccc3c2CC(=O)OC)[nH]c2ccccc12	1.0
CC(C)C(=O)N1CCN(c2ccccc2NC(=O)COc2ccccc2)CC1	-1.1
NC1=NC[C@@H](Cc2ccc(O)cc2)N1CCc1cccc(F)c1	3.4
Cc1noc(C)c1COC(=O)CCN1c2ccccc2Sc2ccccc21	-0.6
Cc1ccc(C)c(C(=O)COC(=O)c2ccc(Br)o2)c1	-0.7
CCN(CC)S(=O)(=O)c1cccc(C(=O)N/N=C/c2ccc(OC)c(O)c2)c1	-1.3
Cc1ccc(C)c(S(=O)(=O)N2CCN(C(=O)c3cc(-c4cccs4)nn3-c3ccccc3)CC2)c1	-0.8
CC1(C(=O)NCC2CC2)Cc2c(-c3cccc(C(N)=O)c3)ccnc2O1 (configuration not stated)	-0.5
Cc1[nH]c2ccccc2c1/C=N/NC(=O)CCC(=O)NCc1ccccc1	-0.1
COc1ccc(CCNC(=O)CSc2nnnn2C)cc1OC	1.1
CN1CCN(S(=O)(=O)c2ccc(=O)[nH]c2)CC1	-0.4
Cc1cc(SCC(=O)c2cc3ccccc3o2)nc2ccccc12	0.5
c1ccc(CNc2nc3ccccc3n3cnnc23)cc1	0.8
Cc1cc(CN2CCC(n3nccc3NC(=O)c3ccccc3C)CC2)n[nH]1	-0.1
CS/C(=N\S(=O)(=O)c1ccccc1)c1ccccc1	-0.6
CC1(C)OCC(CNC(=O)c2[nH]c(C(F)(F)F)nc2-c2ccccc2)O1 (configuration not stated)	-0.3
COc1ccc(C(=O)Nc2ccc(NC(=O)C(C)C)nc2)cc1	-1.1
CC(NC(=O)CSCc1ccccc1Br)c1ccccc1 (configuration not stated)	0.1
O=C(NCCN1CCOCC1)c1ccc(CS(=O)(=O)Cc2ccccc2F)o1	0.8
Cc1cccc(NC(=O)CNC(=O)[C@H]2O[C@@H](n3ccc(N)nc3=O)[C@H](O)[C@@H]2O)c1C	2.8
CC1CCCCN1C(=O)Cn1c(=O)oc2cc(S(=O)(=O)N3CCCC3)ccc21 (configuration not stated)	-0.7
COc1ccc(/C=C/c2nc(S(=O)(=O)c3ccccc3)c(NCCCN(C)C)o2)cc1OC	2.1
O=C(Nc1cccs1)Nc1ccccc1Cl	-1.0
O=C(Nc1nc(-c2ccc(F)c(F)c2)cs1)c1cnccn1	0.6
CCOC(=O)C1(CC2CCCCO2)CCN(Cc2cc(F)ccc2-n2cccn2)CC1 (configuration not stated)	0.5
O=C(COC(=O)c1ccncc1)NC(=O)C1CCCCC1	1.1
Cc1onc(-c2c(Cl)cccc2Cl)c1NC(=O)N(C)N	-0.9
CCC1CCCCN1c1nc2c(C=O)c(C)nn2c2ccccc12 (configuration not stated)	-1.1
O=C(Nc1sc2c(c1-c1nc3ccccc3[nH]1)CCCC2)C1CCCC1	-1.9

Pulled by structure from above:
compound	TTR transcr act
Cc1ccc(S(=O)(=O)NCCC(=O)NCC(c2cccs2)N(C)C)cc1 (configuration not stated)	-1.0
CC1CCN(CCCNC(=O)c2ccc3c(=O)n(CCc4ccccc4)c(=O)[nH]c3c2)CC1	-0.5
CCOc1cccc(NC(=O)C2CC(=O)N(C)C(=Nc3cccc(F)c3)S2)c1 (configuration not stated)	-0.9
CCOc1ccc(C=NC23CN4CN(CN(C4)C2)C3)cc1	-1.0
CCCc1cc(=O)c2c(O)cccc2o1	-1.3
C=CCNC(=O)c1onc(CSc2ccc(F)c(F)c2)c1C(=O)O	0.1

Further compounds follow:
compound	TTR transcr act
OC1(c2ccc(Cl)cc2)CCN(Cc2cn[nH]c2-c2ccc(F)cc2)CC1	0.3
C[C@@H]1CN([C@@H](C)CO)S(=O)(=O)c2ccc(Br)cc2O[C@H]1CN(C)C(=O)c1ccc2c(c1)OCO2	-0.6
COc1ccc(Cl)cc1NC(=O)CCCn1c(=O)c2cccn2c2cccnc21	0.3
COc1ccc2c(c1)Cc1c-2cc(Br)c(N)c1Br	-1.4

An excerpt, so the mix of outcomes need not match the whole.
